Lipid storage S3 = qHTS Assay for Lipid Storage Modulators in Drosophila S3 Cells; Potency in µM for hits, for the others lipid storage change, negative = inhibition, % at the top dose, mostly 46.1 µM; AID 2685; hit rate 0.64% among 320,000; Drosophila S3 cells, BODIPY lipid droplet fluorescence, 18-24 h; cells fed with added oleic acid; active = well fitted inhibition curve with a large enough effect in the signal ratio, with a control signal flat, not every such curve was filed as active; inconclusive = small, poorly fitted or top-dose-only effect, or effect the other way, or a change in a side signal; the % refers to the signal ratio
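Drosophila S3 cells loaded with oleic acid (400 uM, as added) and compounds at several concentrations; lipid droplets imaged by 488-nm laser-scanning cytometry, 500–530 nm intensity and object ratio to cell channel. Percent activity normalized to 20 uM Triacsin C.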
Lipid storage S3 cell count max = recorded beside Lipid storage S3, whose call it bears; cell number change, %; measured here: cell count max response;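 cells counted by Cell Tracker Red CMTPX staining in the red channel; peak over a dose series mostly up to 46.1 µM; percent activity relative to internal control wells on each plate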
The depositor's hits bear a star; i = inactive; ? = inconclusive; nt = not tested or not shown; [ ] = remark or other dose. % is scaled to controls: 0 for no effect and ±100 for the full control effect; potency is read from the fitted curve at half-maximal effect.

Every second line gives: Lipid storage S3 | Lipid storage S3 cell count max
COc1ccc(/C=N/NC(=O)CCc2n[nH]c(=O)[nH]c2=O)cc1OC
  ? | nt
O=c1cnn(Cc2ccc(Cl)c(Cl)c2)c2ccccc12
  9.6% | 16.5
CN1CCN(c2ccccc2NC(=O)c2cc3ccccc3o2)CC1
  -3.1% | 17.2
CCc1ccc(CN2CCC(Oc3ccc(C(=O)N4CCCCC4)cc3)CC2)cc1
  9.9% | 23.7
Cc1ccc(C2NNC(=O)C2NC(=O)c2ccccc2)cc1 (stereo not given)
  ? | nt
CC(C#N)Sc1ncnc2sc3c(c12)CCC3 (stereo not given)
  27.3% | -11.3
CCc1ccc(N=C2NC(=O)/C(=C/c3cc(OC)c(OC)c(OC)c3)S2)cc1
  ? | nt
O=C(O)CCn1c(SCCOc2ccccc2F)nc2ccccc21
  i | nt
COc1ccc(NC(=S)N2CCN(C/C=C/c3ccccc3)CC2)cc1OC
  ? | nt
Cc1ccc(C(=O)N(CC(=O)Nc2sc(C)c(C)c2C(N)=O)C2CCCC2)cc1
  ? | nt
COCCNC(=O)C1CCC(=O)N1S(=O)(=O)c1ccc(C)cc1 (stereo not given)
  16.9% | 5.8
CN(CCc1cn[nH]c1)Cc1nc(C(c2ccccc2)c2ccccc2)no1
  ? | nt
CON(C)S(=O)(=O)NC(=O)C1=C(N2CCCC2)COC1=O
  ? | nt
O=c1[nH]c(CN2CCN(S(=O)(=O)/C=C/c3ccccc3)CC2)nc2cc(Cl)ccc12
  2.9% | 15.8
CN(C)S(=O)(=O)c1ccc2nc(NC(=O)c3cccnc3)sc2c1
  ? | nt

Every second line gives: Lipid storage S3 | Lipid storage S3 cell count max
Cc1cc(-n2c(C)cc(C(=O)COc3ccccc3[N+](=O)[O-])c2C)no1
  ? | nt
CC1Oc2ccccc2OC1C(=O)Nc1nccs1 (stereo not given)
  ? | nt
CCOc1ccc(S(=O)(=O)Nc2cccc(C(=O)NCC(C)(C)N3CCOCC3)c2)cc1
  i | -5.1
Cc1ccc(-c2nnc(SCC(=O)NC(=O)Nc3ccc(C)cc3C)n2N)cc1
  10.5% | 0.9
CCc1ccc(-c2nc(CS(=O)CC(=O)NCCCN3CCOCC3)c(C)o2)cc1 (stereo not given)
  ? | nt
O=C(NNc1c(Cl)cccc1Cl)C1CCC1
  0.5% | 9.4
O=C(CSc1nnc2ccccn12)Nc1ccccc1C(=O)NC1CC1
  ? | nt
Nn1c(=O)[nH]c2c([nH]c3ccccc32)c1=O
  -28.9% | nt
COc1ccc(/C(N)=N/OC(=O)c2cccs2)cc1OC
  7.8% | 13.8
CCn1c(=O)cc(OCC(=O)N2CCN(C(=O)c3ccco3)CC2)c2ccccc21
  ? | nt
O=C(O)c1cc(-c2ccccc2)on1
  20.6% | -7.5
O=C(CNC(=O)c1ccc(S(=O)(=O)N2CCCC2)cc1)N/N=C/c1ccc(F)cc1
  ? | nt
O=C(O)c1ccc(C(=O)Nc2ccc(F)cc2)cc1
  5.3% | -11.4
O=C(CN1CCOCC1)Nc1ncc(Cc2cccc3ccccc23)s1
  ? | nt
Cc1ccnc(SCc2nc3ccccc3s2)n1
  ? | nt

Every second line gives: Lipid storage S3 | Lipid storage S3 cell count max
O=C(/C=C(\O)c1ccc(Cl)cc1)C(=O)NNC(=O)C(O)(c1ccccc1)c1ccccc1
  25.2% | 23.1
CCN1CCN(CCCNC(=O)C(=O)c2c(C)[nH]c3ccccc23)CC1
  -4.0% | -1.0
CCc1nnc(NC(=O)C(CC)CC)s1
  -7.1% | 9.9
CC(C)Oc1ccc(C(=O)NC2=NCCS2)cc1
  3.0% | 0.4
COc1cccc(NC(=O)COC(=O)c2ccc3c(c2)OCO3)c1
  -1.5% | -5.8
Cc1nn(CC(=O)Nc2ccc(C(C)C)cc2)c(C)c1[N+](=O)[O-]
  ? | nt
O=C1/C(=C\c2ccccc2)CCc2c1[nH]c1ccccc21
  i | nt
Cc1cc(C(=O)N/N=C/c2ccc(OCc3ccccc3)cc2)c(C)o1
  -21.6% | nt
CN(c1ccccc1C(=O)N1CCN(Cc2ccc3c(c2)OCO3)CC1)S(C)(=O)=O
  2.5% | 14.7
C=CCSc1ncc(CO)n1Cc1ccccc1
  ? | nt
Cc1nn(C)c(C(=O)Nc2ccc3c(c2)OCO3)c1[N+](=O)[O-]
  i | -0.6
COc1cccc(-n2nnc3c(=O)n(C/C=C/c4ccccc4)cnc32)c1
  ? | nt
O=C(c1ccccc1Nc1ccc(SC(F)F)cc1)N1CCCCC1
  -10.0% | -22.8
Cc1ccc(NC(=O)CN2CCN(C)CC2)cc1S(=O)(=O)N1CCOCC1
  ? | nt
CCCCSc1nc2c(c(=O)[nH]c(=O)n2C)n1CCc1ccccc1
  ? | nt

Every second line gives: Lipid storage S3 | Lipid storage S3 cell count max
Cc1noc(C)c1C(=O)OCC(=O)Nc1c(F)cccc1F
  ? | nt
O=C(COC(=O)c1ccccn1)NC1CCCCC1
  ? | nt
CC1CN(C(=O)C(C)Sc2nnnn2C)CC(C)O1 (stereo not given)
  ? | nt
COCC1CCCCN1C(=O)c1ccc(OC2CCN(CCc3ccccc3)CC2)cc1 (stereo not given)
  ? | nt
CN(c1ccccc1)S(=O)(=O)c1cccc(NC(=O)Cn2cnc3ccccc3c2=O)c1
  ? | nt
Cc1ccc2c(C)c(C(=O)Nc3cccnc3)oc2c1
  ? | nt
OC(CN=c1sc2ccccc2n1CC(O)COc1ccccc1)COc1ccccc1 (stereo not given)
  ? | nt
CCN(c1ccc(NC(=O)COC(=O)c2cc3ccccc3oc2=O)cc1)C(C)C
  ? | nt
O=C(N/N=C/c1ccccc1Br)c1cccc(S(=O)(=O)N2CCOCC2)c1
  ? | nt
COc1cccc(C(=O)NCC2CCCN(C3CCCCC3)C2)c1OC (stereo not given)
  ? | nt
CCOC(=O)[C@H]1[C@H]2COc3ccccc3[C@@H]2N2C(=O)c3c(C)cc(C)cc3NC(=O)[C@@]12C
  ? | nt
CCn1c(SCC(=O)Nc2ccc3c(c2)OCO3)nnc1C1CC1
  i | -9.5
COc1ccccc1Cn1c(=S)[nH]c2ccc(F)cc2c1=O
  ? | nt
CC(C)c1ccc(C(=O)N2CCCN(C(=O)c3ccc(C(C)C)cc3)CC2)cc1
  ? | nt
COc1cccc(NC(=O)CSc2nnc(COc3ccc4c(c3)CCCC4)o2)c1
  ? | nt

Every second line gives: Lipid storage S3 | Lipid storage S3 cell count max
N=c1oc2ccc3ccccc3c2cc1C(N)=S
  3.5% | -2.2
O=C(c1ccco1)N1N=C(C2CCCCC2)CC1(O)C(F)(F)F (stereo not given)
  -25.1% | 3.7
CCOC(=O)C1CCN(C(=O)c2ccc(Br)o2)CC1
  ? | nt
Oc1oc(-c2ccco2)nc1C=Nc1ccccc1
  i | 1.3
COCCN(CCOC)S(=O)(=O)c1ccc(C(=O)Nc2nnc(CSC)o2)cc1
  ? | nt
O=C(CN1C(=O)CCSc2ccc(S(=O)(=O)N3CCCC3)cc21)Nc1ccccc1Cl
  11.7% | 11.3
Cc1ccc(NCCC(=O)c2cccs2)cc1
  ? | nt
C/C(=N/NC(=O)NC12CC3CC(CC(C3)C1)C2)c1ccccc1
  10.3% | 14.1
CCc1ccc2[nH]c(=O)c(CN(Cc3ccccc3)Cc3nnnn3Cc3ccco3)cc2c1
  i | nt
O=C(NCc1ccccc1)c1ccccc1CO
  7.9% | -7.6
COc1cccc(/C=N/NC(=O)c2[nH]nc3c2CCc2ccccc2-3)c1
  7.3% | 7.7
O=C(CC(c1ccccc1)c1ccccc1)NCc1cccnc1
  0.9% | -6.8
NC(=O)[C@@H]1CCOc2c(I)cc([N+](=O)[O-])cc2C(=O)N[C@@H](CO)C(=O)NCC(=O)N1
  1.6% | 1.6
CCOC(=O)c1sc(NNC(=O)c2ccc(F)cc2)nc1C
  ? | nt
C/C(=N\Nc1cc(N2CCOCC2)ncn1)c1cccc([N+](=O)[O-])c1
  4.8% | -17.1

Full records, quoted from the list:
`CCOC(=O)C1CCN(C(=O)c2ccc(Br)o2)CC1` in the list: Lipid storage S3: ?; Lipid storage S3 cell count max: nt
`Cc1ccc(NCCC(=O)c2cccs2)cc1` in the list: Lipid storage S3: ?; Lipid storage S3 cell count max: nt

(listing goes on)
Every second line gives: Lipid storage S3 | Lipid storage S3 cell count max
CCCOc1ccc(C(=O)Nc2ccc(S(=O)(=O)Nc3onc(C)c3C)cc2)cc1
  ? | nt
COc1ccc(-n2c(-c3ccc(Br)cc3)n[nH]c2=S)cc1
  ? | nt
O=C(COc1ccccc1Cl)Nc1ccc(NC(=O)c2ccco2)cc1
  ? | nt
Cn1c(CN2CCOCC2)nnc1SCC(=O)NCCc1ccccc1
  -8.9% | 7.3
CC(C)(C)NC(=O)NC(=O)COC(=O)COc1ccc2c(c1)CCC2
  ? | nt
Cc1cccc(/C=N/n2c(-c3ccncc3)n[nH]c2=S)c1
  ? | nt
Cc1nc(NCC(c2ccccc2)N(C)C)c2c(C)c(C)sc2n1 (stereo not given)
  i | -0.8
CC(C)(C)C(=O)Cn1ncc(N2CCOCC2)c(Br)c1=O
  ? | nt
O=C(Nc1ccc(F)cc1)c1sccc1SCc1cccc(C(F)(F)F)c1
  19.8% | nt
Cc1ccc(CNCCCSc2ncccn2)cc1
  9.2% | 0.5
CCOc1ccc(C(=O)NC(C(=O)NCc2cccnc2)C(C)C)cc1 (stereo not given)
  i | 15.1
Cc1cccc(COc2ccccc2C(=O)NC2CCC(O)CC2)c1 (stereo not given)
  24.6% | nt
CCOc1ccc2cc(S(=O)(=O)n3ccnc3C)ccc2c1
  ? | nt
CCN(CC)S(=O)(=O)c1cc(NC(=O)c2ccc3c(c2)NC(=O)C(C)S3)ccc1C (stereo not given)
  ? | nt
CCCOc1cccc(/C=N/NC(=O)c2csc(C)c2C)c1
  ? | nt

Every second line gives: Lipid storage S3 | Lipid storage S3 cell count max
CS(=O)(=O)Nc1ccccc1C(=O)NCc1ccco1
  22.9% | 5.3
CCN(CC)S(=O)(=O)c1cccc(C(=O)N2CC(O)CC2C(=O)O)c1 (stereo not given)
  -24.4% | 6.9
O=C1COc2ccc(C(=O)NC3CC3)cc2N1
  ? | nt
COC(=O)c1ccc(NC(=O)Cn2cnc3c(nnn3-c3cccc(OC)c3)c2=O)cc1
  -1.3% | 3.1
COc1ccccc1-n1cc(-c2ccc(C)cc2)[nH]c1=S
  ? | nt
COc1cccc2cc(C(=O)NCc3ccco3)c(=O)oc12
  ? | nt
C#CCOc1ccc(/C=N/O)cc1Cl
  26.4% | nt
CCCCn1nnnc1SCC(=O)NNC(=O)C1CCCCC1
  i | 2.7
CN1CCCC(OC(=O)c2cc(Cl)ccc2Cl)C1 (stereo not given)
  -0.3% | 6.8
CC(=O)Nc1cccc(NC(=O)C2CC(=O)N(c3ccc(C)cc3)C2)c1 (stereo not given)
  i | nt
Cc1nc(NC(=O)c2cccc(Cl)c2)sc1C(=O)N1CCCCC1
  i | nt
CC(=O)/C(=N/Nc1cccc(C)c1)N1CCOCC1
  ? | nt
O=C(NCc1ccco1)c1ccc(S(=O)(=O)N2CCOCC2)cc1
  -0.1% | nt
CC(=O)Nc1ccc(Nc2nc3c(S(=O)(=O)c4ccc(C)c(C)c4)nnn3c3ccccc23)cc1
  6.2% | 4.3
Cc1c(C(=O)O)cccc1N1C(=O)Nc2ccccc2N1O
  -3.5% | 0.3

Every second line gives: Lipid storage S3 | Lipid storage S3 cell count max
COc1cccc(NC(=O)CN(C)C(=O)c2sc3cc(Cl)ccc3c2Cl)c1
  ? | nt
CC(C)CC(NC(=O)OC(C)(C)C)C(=O)O (stereo not given)
  ? | nt
O=C(CC(=O)N/N=C\c1ccc([N+](=O)[O-])cc1)NCCc1ccccc1
  -2.9% | -0.8
C/C=C/C(=O)Nc1nnc(C2CCCCC2)s1
  -22.8% | -1.9
COc1ccc(S(=O)(=O)Nc2c(C)n(C)n(-c3ccccc3)c2=O)cc1C(=O)O
  i | 18.4
Cn1c(CNc2nc(-c3ccccc3)cs2)nnc1SCC(=O)c1ccccc1
  0.5%[9.22 µM] | nt
CC1CCCC(C)N1C(=O)CSc1nnc(NC(=O)c2cccs2)s1 (stereo not given)
  13.0% | 3.7
COC(=O)c1ccc(OCC(=O)NC2CCCCCC2)cc1
  ? | nt
COc1ccccc1N1CCN(S(=O)(=O)c2ccc(F)cc2)CC1
  ? | nt
COc1ccc(/C=N/NC(=O)C(=O)N2CCCCCC2)cc1[N+](=O)[O-]
  ? | nt
CN(CC(=O)Nc1cccc(F)c1)CC(=O)Nc1ccccc1[N+](=O)[O-]
  -25.6% | nt
COc1ccccc1NC(=O)C(C)OC(=O)CCCOc1ccccc1 (stereo not given)
  17.6% | nt
N#CCOC(=O)C1CSC2(c3ccc(Br)cc3)CCC(=O)N12 (stereo not given)
  ? | nt
Cc1ccc2cccc(S(=O)(=O)NC3CCS(=O)(=O)C3)c2n1 (stereo not given)
  ? | nt
CCC(=O)Nc1ccc(C(=O)CN2C(=O)NC3(CCOc4ccccc43)C2=O)cc1 (stereo not given)
  ? | nt

Every second line gives: Lipid storage S3 | Lipid storage S3 cell count max
COc1ccc(C(=S)N2CCCC2)cc1C
  2.0% | 4.6
C=C(NC(C)=O)c1c(F)cccc1F
  ? | nt
O=C(c1ccc(Cl)cc1)N1CCC(C(=O)N2CCCc3ccccc32)CC1
  -22.1% | 28.3
Cc1ccc2cc(CCNS(=O)(=O)c3ccc(Br)cc3)c(=O)[nH]c2c1C
  i | 6.3
CN(C(=O)CN1C(=O)c2cccc(N)c2C1=O)C1CCCCC1
  1.3% | 0.4
COc1ccc(/C(C)=N/NC(=O)CNC(=O)/C=C\c2ccco2)cc1
  6.8% | 25.3
Cc1cccc(NC(=O)c2nc[nH]c2C(=O)NCCCCCCNC(=O)c2[nH]cnc2C(=O)Nc2cccc(C)c2)c1
  ? | nt

A portion of the library, so the mix of outcomes need not match the whole.
